Screening results (PubChem BioAssay)
VP16 counter – VP16 counterscreen qHTS for inhibitors of ROR gamma transcriptional activity. 310,000 compounds, 3.5% hits. Drosophila S2 Gal4-VP16 UAS-luciferase, luminescence, 20 h. AID 2546, 2010. Potency, µM (titrated, usually from 53.6 µM), inactives show at the top dose activity, negative = inhibition, usual class: inhibitors;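 note: Gal4-VP16 expression switched on by copper sulfate through the metallothionein promoter; % is set by controls: 0 for no effect and ±100 for the full control effect; nearly all actives have a fitted effect of over 50% in size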
Rab9 prom act – qHTS Assay for Rab9 Promoter Activators | 320,000 compounds, 2.8% hits | Huh7 Rab9 promoter-luciferase reporter, luminescence, 24 h | Potency, µM (series often up to 9.22 µM), inactives show at the highest dose activation, negative = inhibition, usual class: activators; note: % of control where 0% means no effect; nearly all actives have a fitted effect of over 60% in size
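Promoter activation is measured as luciferase luminescence in Huh7 cells stably transfected with a Rab9 promoter–luciferase construct, following 24 h compound exposure at 37 °C and 10 min reagent incubation at ambient temperature.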
BRCA1 expr act – qHTS Assay to Identify Small Molecule Activators of BRCA1 Expression; MCF7-BRCA1-FFLuc reporter, luminescence, 48 h; response scale: scaled: vehicle 0%, 10 µM genistein 100%; Potency, µM (titrated, usually from 46.1 µM), without a hit: at the highest dose activation, most hits filed as activators; 380,000 compounds, 1.1% hits; note: nearly all actives have a fitted effect of over 80% in size; some results filed as inactive show a strong effect at the top dose
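48 h compound treatment of MCF7-BRCA1-FFLuc cells (phenol-red free MEM, 37 °C), then 15 min with luciferase substrate and luminescence imaging.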
FLuc modulator – qHTS profiling assay for firefly luciferase inhibitor/activator using purifed enzyme and Km concentrations of substrates (counterscreen for miR-21 project); purified FLuc, Km substrates, luminescence inhibition; Potency, µM (doses to about 57.5 µM), without a hit: at the highest dose activity change, negative = inhibition, actives largely listed as inhibitors; Luciferin 4-monooxygenase (Photinus pyralis), P08659; 360,000 compounds, 6.9% hits;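 note: plate controls were vehicle for no effect and reference inhibitor for full effect; nearly all actives have a fitted effect of over 55% in size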
Target sequence (P08659 whole entry, looked up): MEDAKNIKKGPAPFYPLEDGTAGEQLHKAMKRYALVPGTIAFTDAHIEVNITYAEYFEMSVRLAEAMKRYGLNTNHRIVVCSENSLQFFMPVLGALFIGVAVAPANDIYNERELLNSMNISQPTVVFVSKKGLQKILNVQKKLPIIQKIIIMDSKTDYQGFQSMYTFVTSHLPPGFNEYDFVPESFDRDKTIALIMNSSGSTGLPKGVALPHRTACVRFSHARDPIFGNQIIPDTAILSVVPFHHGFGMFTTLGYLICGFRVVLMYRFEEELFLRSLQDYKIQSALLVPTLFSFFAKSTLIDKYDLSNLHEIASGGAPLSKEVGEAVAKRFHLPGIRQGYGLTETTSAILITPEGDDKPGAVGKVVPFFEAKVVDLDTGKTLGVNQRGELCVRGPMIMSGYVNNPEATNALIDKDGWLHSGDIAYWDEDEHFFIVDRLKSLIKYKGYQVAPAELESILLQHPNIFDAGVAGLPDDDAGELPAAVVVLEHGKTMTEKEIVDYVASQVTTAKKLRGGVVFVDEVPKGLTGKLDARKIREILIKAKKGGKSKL
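Purified P. pyralis luciferase (10nM final) with 10uM D-luciferin and 10uM ATP (Km levels) in 50mM Tris acetate pH 7.5, 10mM Mg acetate, 0.01% Tween-20, 0.05% BSA; qHTS 6-point titration, ~60 µM downward; luminescence read.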
uPA surface inh – qHTS for Inhibitors of Cell Surface uPA Generation; cell surface uPA generation assay, qHTS; Potency, µM (doses to about 38.3 µM), without a hit: at the top dose activity change, negative = inhibition, usual class: inhibitors; AID 540303, 2011; 330,000 compounds, 0.31% hits; active = well fitted inhibition curve with a large enough effect; inconclusive = small, poorly fitted or top-dose-only effect; inactive = no such curve, though single readings can be large or run the other way; tested in mouse RAW 264.7 cells; note: % is set by controls: 0 for no effect and ±100 for the full control effect; nearly all actives have a fitted effect of over 55% in size
ELG1 genotox – qHTS screen for small molecules that induce genotoxicity in human embryonic kidney (HEK293T) cells expressing luciferase-tagged ELG1. HEK293T ELG1-luciferase reporter, luminescence, 16 h. Potency, µM (top dose mostly 46 µM), for the others: at the top dose activity change, positive = activation, most hits filed as activators. 330,000 compounds, 1.3% hits; note: % of control where 0% means no effect; nearly all actives have a fitted effect of over 60% in size
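HEK293T cells expressing luciferase-tagged ELG1 were exposed to compound or DMSO vehicle for 16 hr at 37 °C and 5% CO2. Luciferase activity was then measured with ONE-Glo after 30 min at room temperature.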
NPC1 promoter act – qHTS Assay for NPC1 Promoter Activators; Huh7 NPC1 promoter luciferase reporter, 24 h; Potency, µM (titrated, usually from 9.22 µM), inactives show at the top dose activation, usual class: activators; 320,000 compounds, 2.4% hits; AID 485313, 2010;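 note: % of control where 0% means no effect; nearly all actives have a fitted effect of over 60% in size; reporter is driven by a mutant NPC1 promoter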
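In 1536-well qHTS, Huh7 cells harboring an NPC1 promoter–luciferase construct received compound for 24 h; activation was quantified by luminescence following luciferase reagent addition.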
MBNL1-CUG inh – qHTS Assay for Inhibitors of MBNL1-poly(CUG) RNA binding; TR-FRET MBNL1-His/biotin-(CUG)12 binding, 665/545 ratio; Muscleblind-like protein 1 (Homo sapiens), Q9NR56; AID 2675, 2010; Potency, µM (top dose mostly 57.5 µM), for the others: at the highest dose activity change, negative = inhibition, most hits filed as inhibitors; 280,000 compounds, 0.036% hits; active = well fitted inhibition curve with a large enough effect in the signal ratio, with a control signal flat, not every such curve was filed as active; inconclusive = small, poorly fitted or top-dose-only effect, or effect the other way, or a change in a side signal; inactive = no such curve, though single readings can be large or run the other way; the % refers to the signal ratio; note: % is set by controls: 0 for no effect and ±100 for the full control effect
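Compound titration spanned 92 nM–58 uM against the MBNL1-His/biotin-(CUG)12 complex. After 60 min at room temperature with 5 nM streptavidin-XL665 and 0.055 ng/ul terbium anti-His, ratiometric 665/545 nm emission (Ex 340 nm) normalized to controls.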
p53 reactivation – qHTS assay for re-activators of p53 using a Luc reporter. H1299 p53-A138V BP100-luciferase reporter, luminescence, 24 h. Potency, µM (top dose mostly 92.2 µM), without a hit: at the highest dose activity change, positive = activation, usual class: activators. 320,000 compounds, 0.063% hits; note: % of control where 0% means no effect; nearly all actives have a fitted effect of over 45% in size
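p53-null H1299 cells stably carrying temperature-sensitive p53-A138V and a BP100-luciferase reporter were pinned with compounds (4-point, 1:5 series) and held 24 hrs at 37 deg C. Luminescence was read 10 min after detection reagent.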
RORgamma inh – qHTS for inhibitors of ROR gamma transcriptional activity | Nuclear receptor ROR-gamma (Mus musculus), P51450 | Drosophila S2 Gal4-RORgamma UAS-luciferase reporter, 20 h | Potency, µM (top dose mostly 53.6 µM), without a hit: at the top dose activity change, negative = inhibition, hits mostly inhibitors | 310,000 compounds, 5.4% hits; note: % is set by controls: 0 for no effect and ±100 for the full control effect; nearly all actives have a fitted effect of over 60% in size
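In this cell-based reporter format, copper sulfate (700 uM final) drives Gal4–ROR gamma fusion expression from a metallothionein promoter in Drosophila Schneider cells; compounds preincubated 1 hr, reporter read after 20 hr at ambient temperature.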
Active calls of the source: *; ? = inconclusive; . = no result given; [ ] = remark or other dose. Unless noted, calls come from the whole dose curve; as a rule, active = well fitted curve in the direction sought with a large enough effect; inconclusive = small, poorly fitted or top-dose-only effect, or another doubt; inactive = no such curve, though single readings can be large; an effect the other way counts as inactive or inconclusive. Potency is the fitted concentration of half-maximal effect.

1: CCn1c(SCC(=O)Nc2cc(C)nn2-c2ccccc2)nnc1-c1cccs1
2: O=C(Cn1nc(-c2ccccc2)ccc1=O)Nc1ccc(NC(=O)c2ccccn2)cc1
3: COCCNC(=O)c1ccc(CS(=O)(=O)c2ccccc2C)o1
4: COc1cc(CNc2ncc(-c3ccc(Br)cc3)n2C)cc(OC)c1OC
5: COc1ccc(CNC(=O)CN(Cc2ccc(F)cc2)C(=O)CCC(=O)Nc2nccs2)cc1
6: Cn1nnnc1SCC(=O)N(C1CCCCC1)C1CCS(=O)(=O)C1 (stereo not given)
7: COCCCNC(=O)c1ccc2c(c1)ncn2-c1ccccc1OC
8: O=C(COC(=O)c1cc(S(=O)(=O)N2CCCCC2)ccc1N1CCOCC1)c1ccc(F)cc1

assay / compound,1,2,3,4,5,6,7,8
VP16 counter,2%,?,8%,5%,8%,7%,.,.
Rab9 prom act,-7%,1%,-1%,-8%,-1%,-1%,0%,-2%
BRCA1 expr act,-8%,-11%,13%,-12%,-13%,10%,1%,-25%
FLuc modulator,0%,-1%,0%,-1%,2%,-3%,-7%,-1%
uPA surface inh,4%,7%,0%,?,1%,-1%,-7%,-9%
ELG1 genotox,-7%,?,4%,-5%,-9%,0%,-3%,1%
NPC1 promoter act,-6%,-4%,0%,-4%,1%,6%,-4%,0%
MBNL1-CUG inh,-3%,-9%,-9%,1%,-4%,-3%,-1%,.
p53 reactivation,-3%,15%,0%,.,-5%,6%,-2%,-4%
RORgamma inh,-8%,4%,4%,-12%,-2%,-1%,6%[0.365 µM],.

Eight structures out of the list, ordered by length of the SMILES, ascending:
7: COCCCNC(=O)c1ccc2c(c1)ncn2-c1ccccc1OC
3: COCCNC(=O)c1ccc(CS(=O)(=O)c2ccccc2C)o1
6: Cn1nnnc1SCC(=O)N(C1CCCCC1)C1CCS(=O)(=O)C1 (stereo not given)
4: COc1cc(CNc2ncc(-c3ccc(Br)cc3)n2C)cc(OC)c1OC
1: CCn1c(SCC(=O)Nc2cc(C)nn2-c2ccccc2)nnc1-c1cccs1
2: O=C(Cn1nc(-c2ccccc2)ccc1=O)Nc1ccc(NC(=O)c2ccccn2)cc1
5: COc1ccc(CNC(=O)CN(Cc2ccc(F)cc2)C(=O)CCC(=O)Nc2nccs2)cc1
8: O=C(COC(=O)c1cc(S(=O)(=O)N2CCCCC2)ccc1N1CCOCC1)c1ccc(F)cc1

assay / compound,7,3,6,4,1,2,5,8
VP16 counter,.,8%,7%,5%,2%,?,8%,.
Rab9 prom act,0%,-1%,-1%,-8%,-7%,1%,-1%,-2%
BRCA1 expr act,1%,13%,10%,-12%,-8%,-11%,-13%,-25%
FLuc modulator,-7%,0%,-3%,-1%,0%,-1%,2%,-1%
uPA surface inh,-7%,0%,-1%,?,4%,7%,1%,-9%
ELG1 genotox,-3%,4%,0%,-5%,-7%,?,-9%,1%
NPC1 promoter act,-4%,0%,6%,-4%,-6%,-4%,1%,0%
MBNL1-CUG inh,-1%,-9%,-3%,1%,-3%,-9%,-4%,.
p53 reactivation,-2%,0%,6%,.,-3%,15%,-5%,-4%
RORgamma inh,6%[0.365 µM],4%,-1%,-12%,-8%,4%,-2%,.

Further entries follow:
9: C=CCc1cccc(CNc2nc3ccccc3n2CCC)c1O
10: Cc1ccc(CNC(N)=S)cc1
11: O=C1CC(=O)C(n2cncn2)C(c2ccc(Cl)cc2)C1 (stereo not given)
12: CC(=O)Nc1cccc(-n2nnc(SCC(=O)N(C)c3ccccc3)n2)c1
13: O=C(COc1ccccc1)NCC(=O)Nc1ccc(S(=O)(=O)NCc2ccco2)cc1
14: COc1ccc2c(Cn3cnc4cc([N+](=O)[O-])ccc4c3=O)cc(=O)oc2c1
15: CCOc1ccc2nc(NC(=O)C3CCN(S(=O)(=O)c4cnc[nH]4)CC3)sc2c1
16: Cc1ccc(C)c(S(=O)(=O)NC(C)CCc2ccccc2)c1 (stereo not given)

assay / compound,9,10,11,12,13,14,15,16
VP16 counter,?,5%,17%,8%,8%,-2%,-2%,-1%
Rab9 prom act,-3%,-3%,-5%,0%,-20%,-21%,-13%,-8%
BRCA1 expr act,-44%,7%,-4%,-10%,-14%,-25%,0%,-27%
FLuc modulator,3%,7%,0%,-2%,4%,0%,-29%,0%
uPA surface inh,.,0%,1%,0%,-1%,1%,3%,2%
ELG1 genotox,-7%,4%,0%,-1%,-2%,13%,-9%,-1%
NPC1 promoter act,-2%,1%,0%,-1%,-2%,-21%,-2%,0%
MBNL1-CUG inh,8%,-1%,-2%,.,-1%,.,-8%,4%
p53 reactivation,5%,-3%,1%,-3%,8%,-6%,-2%,-6%
RORgamma inh,-1%,2%,-12%,-28%,64%,17%,5%,3%

17: CCOCCCNC(=S)Nc1ccc2nc(N3CCCC3)cc(C)c2c1
18: C/C(=N\NC(=O)Cc1ccc(Cl)cc1)c1ccccc1O
19: CC(C)Cc1nn2c(=O)cc(COc3ccc(NC(=O)c4ccco4)cc3)nc2s1
20: Cc1cc(C)n(-c2nc3ccccc3c(=O)n2OC2CCCCC2)n1
21: COc1ccc(/C=N/Nc2cc(C)nc3ccc(Br)cc23)cc1
22: CC(=O)Nc1nc2ccccc2n1CCN1CCOCC1

assay / compound,17,18,19,20,21,22
VP16 counter,1%,0.32µM*,-6%,-25%,?,-12%
Rab9 prom act,-6%,-7%,1%,0%,-4%[1.84 µM],1%
BRCA1 expr act,-19%,-41%,0%,-5%,-100%,-2%
FLuc modulator,3%,-9%,1%,1%,21µM*,3%
uPA surface inh,-7%,-8%,4%,0%,-6%,.
ELG1 genotox,-2%,-1%,4%,2%,-6%,-2%
NPC1 promoter act,0%,-3%,1%,-1%,0%,-1%
MBNL1-CUG inh,-19%,0%,4%,5%,?,8%
p53 reactivation,-3%,.,20%,-3%,-16%,2%
RORgamma inh,-43%,0.28µM*,2%,?,13µM*,?
